Compound activity deposited in PubChem BioAssay by several laboratories.
CIT2-GFP yeast = modulators of CIT2-GFP expression in yeast, primary screen, S. cerevisiae, GFP fusion, multiplex flow cytometry, MLPCN library; 320,000 compounds, 0.065% hits; GFP response vs DMSO, % at 10 µM; S. cerevisiae CIT2-GFP strain, 3 h; 100 means same as DMSO wells;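 active = GFP response relative to DMSO above a set limit, near the screen mean plus 3 SD, cut at about 150% in these data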;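 note: ratio of well median GFP fluorescence to mean of DMSO wells on the plate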
GLD-1 TGE inh = GLD-1/TGE RNA complex disruptors, primary screen, biochemical, fluorescence polarization | inhibition, % at 5.96 µM | 320,000 compounds, 0.44% hits | purified GLD-1 + fluorescein TGE RNA | AID 2280, 2010 | Female germline-specific tumor suppressor gld-1 (Caenorhabditis elegans), Q17339;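 active = percent inhibition above a per-plate cutoff, the plate mean of test compounds plus 3 SD, cut at about 30% in these data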;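 note: 0% = DMSO wells with GLD-1 and probe and 100% = wells lacking GLD-1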
Target sequence (Q17339 whole entry, looked up): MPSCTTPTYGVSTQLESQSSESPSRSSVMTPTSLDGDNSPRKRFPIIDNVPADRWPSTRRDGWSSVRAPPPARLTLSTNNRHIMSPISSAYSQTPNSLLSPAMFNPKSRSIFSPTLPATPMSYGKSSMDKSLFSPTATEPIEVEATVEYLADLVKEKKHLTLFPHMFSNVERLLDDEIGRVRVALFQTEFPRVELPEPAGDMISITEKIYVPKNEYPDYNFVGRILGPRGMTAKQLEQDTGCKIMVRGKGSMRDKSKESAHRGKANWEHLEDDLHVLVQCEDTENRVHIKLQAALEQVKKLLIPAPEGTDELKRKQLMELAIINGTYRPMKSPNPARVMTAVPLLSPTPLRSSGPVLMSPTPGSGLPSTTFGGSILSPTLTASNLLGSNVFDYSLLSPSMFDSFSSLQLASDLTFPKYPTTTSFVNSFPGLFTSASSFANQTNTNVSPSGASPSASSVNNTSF
GRK2 inh = compounds blocking aptamer binding on GRK2 – biochemical, human GRK2, bead flow cytometry, HTS, primary screen. inhibition of aptamer binding, % at 10 µM. 330,000 compounds, 0.59% hits. Beta-adrenergic receptor kinase 1 (Homo sapiens), P25098. FAM-aptamer displacement from GRK2;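 active = inhibition of aptamer binding above 40%, roughly 3 SD of noise, on plates passing a quality check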;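 note: median bead fluorescence of bound FAM aptamer so fluorescent compounds give negative values; no value below 0 was filed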
BCLXL inh = inhibitors of human Bcl-xL, primary screen, biochemical, fluorescence polarization, HTS. Bcl-2-like protein 1 (Homo sapiens), Q07817. GST-Bcl-xL / FITC-Bim BH3 peptide fluorescence polarization. inhibition, % at 10.9 µM. 320,000 compounds, 0.7% hits. AID 2129, 2009;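 active = inhibition above the mean of all tested compounds plus 3 SD, cutoff set per campaign, cut at about 30% in these data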;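 note: 0% = DMSO wells and 100% = unlabeled Bim-BH3 peptide competitor; inhibitors lower millipolarization by displacing the labeled peptide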
Target sequence (Q07817 whole entry, looked up): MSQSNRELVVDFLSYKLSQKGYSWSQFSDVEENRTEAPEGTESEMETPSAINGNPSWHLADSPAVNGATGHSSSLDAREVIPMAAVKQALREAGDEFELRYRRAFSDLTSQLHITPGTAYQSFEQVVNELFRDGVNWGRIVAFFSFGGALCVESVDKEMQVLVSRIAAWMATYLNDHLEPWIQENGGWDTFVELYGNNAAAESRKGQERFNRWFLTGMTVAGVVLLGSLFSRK
VLA-4 inh = inhibition in human VLA-4 binding assay, primary screen, VLA-4 allosteric modulator project, MLPCN library, flow cytometry, VLA-4 expressing cells | inhibition, % (about 7 µM as worked out from the volumes in the protocol) | 330,000 compounds, 0.2% hits | ligand binding flow cytometry | AID 2557, 2010; in the data active = inhibition above about 50%
Yeast superoxide = reduction of superoxide in aged yeast, primary screen, HTS. superoxide response (% of plate mean), % at 10 µM. S. cerevisiae aged cells, superoxide DHE fluorescence; stronger effect = lower value. 330,000 compounds, 0.18% hits. AID 2690, 2010;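 active = superoxide response under a set limit, about three screen SD below normal, cut at about 65% in these data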;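 note: yeast aged for seven days with compound at 30 °C before DHE staining; 100% = average MFI of all compound-treated wells on the plate with controls excluded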
MCL1-BIM inh = inhibitors of MCL1 binding to BIM-BH3, primary screen, biochemical, fluorescence polarization | inhibition, % at 10.9 µM | Induced myeloid leukemia cell differentiation protein Mcl-1 (Homo sapiens), Q07820 | 320,000 compounds, 0.68% hits | GST-MCL1 / FITC-Bim-BH3 fluorescence polarization;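 active = inhibition above the mean inhibition of all tested compounds plus 3 SD, set per campaign, cut at about 40% in these data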;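 note: 0% = DMSO wells and 100% = unlabeled Bim-BH3 peptide control; higher means more loss of mP so more displacement of Bim peptide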
Target sequence (Q07820 whole entry, looked up): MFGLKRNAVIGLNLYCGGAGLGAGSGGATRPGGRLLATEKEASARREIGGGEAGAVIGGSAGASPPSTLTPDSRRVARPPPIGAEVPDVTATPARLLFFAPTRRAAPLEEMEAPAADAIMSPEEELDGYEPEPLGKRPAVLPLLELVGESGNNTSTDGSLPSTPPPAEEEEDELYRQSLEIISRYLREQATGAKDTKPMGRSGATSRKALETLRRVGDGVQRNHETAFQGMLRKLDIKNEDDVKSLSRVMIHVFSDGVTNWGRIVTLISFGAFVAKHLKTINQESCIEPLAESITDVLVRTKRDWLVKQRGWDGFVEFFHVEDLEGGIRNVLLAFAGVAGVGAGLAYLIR
MEX-5 binding = MEX-5 zinc finger RNA-binding disruptors – biochemical, C. elegans, fluorescence polarization, MLPCN library, primary screen | Zinc finger protein mex-5 (Caenorhabditis elegans), Q9XUB2 | activity score (negative = inhibition of binding), % at 10 µM | MEX-5/FITC-TCR2 RNA binding; stronger effect = lower value | 300,000 compounds, 0.38% hits;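 active = inhibition past about -25% in most replicates, and total fluorescence under double the plate's negative control median, limit read from the data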;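 note: 0% = DMSO and -100% = 5 µM competing unlabeled TCR2 RNA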
AGP1 TOR yeast = modulators of AGP1-GFP expression in yeast TOR pathway, primary screen, cell-based, multiplex flow cytometry, S. cerevisiae, MLPCN library; 320,000 compounds, 0.02% hits; GFP response vs DMSO, % at 10 µM; 3 h; GFP as percent of DMSO wells; AID 2066, 2009;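 active = GFP response relative to DMSO above a set limit, near screen average plus 3 SD, cut at about 150% in these data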;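 note: median GFP channel fluorescence of the gated AGP1 strain per well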
* hit, by the source's call; · = not tested or not shown. Not a hit list; 2.1% or so of the library scored in one or more.

1	Cc1ccc(-c2nnn(CCOc3cccc(Br)c3)n2)cc1
2	c1ccc(C[C@H]2CN=C(Nc3ccccc3)N2CCC2CCCC2)cc1
3	COc1ccc(NC(=O)CN(C)C(=O)CC2CCCCC2)cc1
4	CCOC(=O)C(C)Oc1cccc2c(=O)n(CC(=O)NCc3ccc(F)cc3)ccc12 (stereo not given)
5	COc1ccccc1C1c2[nH]c3ccccc3c2C[C@H]2C(=O)N(C3CCN(Cc4ccccc4)CC3)CC(=O)N12 (stereo not given in full)
6	Cc1cc(C)cc(OCC(=O)Nc2nc(-c3cccnc3)cs2)c1
7	O=C(NCc1cccs1)c1ccc(Br)o1
8	O=C(NCCCN1CCOCC1)c1ccc2c(=O)n(Cc3ccc(Cl)cc3)c(=S)[nH]c2c1
9	Cc1cccc(-n2c(O)c(C=Nc3cccc(O)c3)c3ccccc3c2=O)n1
10	CC(=O)c1ccc(NC(=O)C(C)OC(=O)c2cccc(-n3cnnn3)c2)cc1 (stereo not given)
assay / compound	1	2	3	4	5	6	7	8	9	10
CIT2-GFP yeast	98	110	100	76	101	99	98	102	97	88
GLD-1 TGE inh	-3	-7	3	-2	0	2	1	10	5	11
GRK2 inh	0	68*	0	1	0	0	2	1	0	0
BCLXL inh	1	4	-4	-2	4	9	-2	-16	6	-5
VLA-4 inh	1	33	4	14	-17	-3	12	1	3	37
Yeast superoxide	78	89	110	102	99	99	85	89	99	99
MCL1-BIM inh	1	8	-7	7	2	4	-10	-17	5	2
MEX-5 binding	1.0	·	-1.5	2.9	2.0	-1.3	1.7	-2.4	-0.6	0.0
AGP1 TOR yeast	98	105	104	103	97	98	86	93	104	104

11	Cc1ccc(Cn2c(C(=O)NCCCN3CCOCC3)cc3sccc32)cc1
12	CCOC(=O)N1CCC(n2c(=S)[nH]c3ccccc3c2=O)CC1
13	COC(=O)c1nnn(CC(=O)Nc2cccc(Cl)c2)c1C(=O)OC
14	O=C(CCc1ccccc1)NC(=S)Nc1cc(C(F)(F)F)ccc1N1CCOCC1
15	Cc1nnsc1C(=O)Nc1ccc(S(=O)(=O)N2CCCCC2C)cc1 (stereo not given)
16	COC(=O)c1cc(-c2c(-c3cc(OC)c(OC)c(OC)c3)noc2C)cc([N+](=O)[O-])c1
17	COc1ccc(N(C(C)C(=O)NN=C2CCCCCCC2)S(C)(=O)=O)cc1 (stereo not given)
18	CCc1nnc(SCc2cn3c(C)cc(C)nc3n2)n1N
19	CCOC(=O)C1=C(C)NC(C)=C(C(=O)OCC)C1C
20	Cc1ccc(NCC(=O)N/N=C\c2ccc[nH]2)cc1
assay / compound	11	12	13	14	15	16	17	18	19	20
CIT2-GFP yeast	99	104	104	104	97	87	98	90	92	99
GLD-1 TGE inh	0	11	-6	4	1	2	0	2	2	0
GRK2 inh	0	2	0	1	4	0	0	0	0	0
BCLXL inh	3	-11	-2	5	-1	-3	5	-4	4	5
VLA-4 inh	8	11	29	-36	22	-12	8	-1	9	7
Yeast superoxide	98	83	91	85	80	102	87	146	87	72
MCL1-BIM inh	1	-7	-4	-2	-11	-11	8	-5	0	6
MEX-5 binding	2.7	-3.9	0.3	2.5	0.9	-3.1	1.3	2.7	0.2	-4.9
AGP1 TOR yeast	99	103	101	108	96	80	101	92	97	97

21	CC(C)CC(=O)NC(=S)Nc1ccc(NC(=O)c2ccco2)cc1
22	Cc1cc(C=O)c(C)n1-c1ccc(Cl)c(C(=O)O)c1
23	Cc1ccc(-c2nc3cc(N)ccc3o2)cc1Br
24	COc1ccc(OC)c(CC(NC(C)=O)C(=O)NC2CCN(S(=O)(=O)c3ccc(NC(C)=O)cc3)CC2)c1 (stereo not given)
25	Cc1cccc(NC(=O)N2CCCCCC2)c1
26	O=[N+]([O-])c1ccc(Sc2nccn2Cc2ccccc2)cc1
27	Cc1ccc(NC(=S)N2CCN(c3ccccn3)CC2)c(C)c1
28	O=C(O)c1ccc(Nc2nc3ccc(Cl)cc3[nH]2)cc1
29	O=C(O)c1cc([N+](=O)[O-])ccc1NCc1cccnc1
30	Cc1nn(CCC(=O)NNC(=S)Nc2cccc(Cl)c2)c(C)c1[N+](=O)[O-]
assay / compound	21	22	23	24	25	26	27	28	29	30
CIT2-GFP yeast	92	97	103	108	92	96	104	84	100	101
GLD-1 TGE inh	5	6	-4	1	1	-1	4	-4	6	-4
GRK2 inh	0	1	·	0	0	0	0	0	0	0
BCLXL inh	3	0	3	1	-1	-1	5	-3	4	10
VLA-4 inh	13	2	4	-2	-18	8	7	37	12	-4
Yeast superoxide	114	128	98	100	93	93	90	100	107	115
MCL1-BIM inh	16	14	5	1	-3	-8	9	-6	4	11
MEX-5 binding	-1.0	-8.9	4.0	-3.2	0.2	-0.1	-5.7	-1.7	-1.3	0.1
AGP1 TOR yeast	94	93	87	104	91	99	101	83	102	95

An excerpt of these results, with bars between the fields.
# | molecule | CIT2-GFP yeast | GLD-1 TGE inh | GRK2 inh | BCLXL inh | VLA-4 inh | Yeast superoxide | MCL1-BIM inh | MEX-5 binding | AGP1 TOR yeast
4 | CCOC(=O)C(C)Oc1cccc2c(=O)n(CC(=O)NCc3ccc(F)cc3)ccc12 (stereo not given) | 76 | -2 | 1 | -2 | 14 | 102 | 7 | 2.9 | 103
5 | COc1ccccc1C1c2[nH]c3ccccc3c2C[C@H]2C(=O)N(C3CCN(Cc4ccccc4)CC3)CC(=O)N12 (stereo not given in full) | 101 | 0 | 0 | 4 | -17 | 99 | 2 | 2.0 | 97
6 | Cc1cc(C)cc(OCC(=O)Nc2nc(-c3cccnc3)cs2)c1 | 99 | 2 | 0 | 9 | -3 | 99 | 4 | -1.3 | 98
7 | O=C(NCc1cccs1)c1ccc(Br)o1 | 98 | 1 | 2 | -2 | 12 | 85 | -10 | 1.7 | 86

(next part)
31	CCCS(=O)(=O)N1CCN=C1SCc1cccnc1
32	COC(=O)c1sccc1NC(=O)CN(C)NS(=O)(=O)c1ccc(F)cc1
33	COc1ccc(-c2nn(-c3ccccc3)cc2/C=N/O)cc1OC
34	COc1cc(NC(=O)c2ccc(F)cc2)c(OC)cc1NC(=O)CN1CCOCC1
35	Cc1nnc(NC(=O)C23CC4CC(C)(CC(C)(C4)C2)C3)s1
36	O=C(c1cccc(F)c1)N1CCN(c2cc(N3CCCCC3)c(F)cc2[N+](=O)[O-])CC1
37	Cc1cc(C)n2nnnc2c1C#N
38	COc1ccc(/C(C)=N/NC2=NCCN2)cc1Cl
39	CC(=O)c1nnn(-c2ccccc2C#N)c1C
40	CCOc1ccc(C(=O)NCC(=O)N2CCCCCCC2)cc1OCC
assay / compound	31	32	33	34	35	36	37	38	39	40
CIT2-GFP yeast	99	99	93	82	102	93	101	94	98	90
GLD-1 TGE inh	6	-2	7	13	4	-1	6	·	7	9
GRK2 inh	0	0	2	3	0	2	4	0	2	0
BCLXL inh	6	1	3	9	-2	0	-4	·	2	7
VLA-4 inh	0	-3	-2	4	-2	25	-6	23	18	1
Yeast superoxide	103	99	98	99	100	110	103	103	92	95
MCL1-BIM inh	9	-4	2	2	2	-1	-3	·	-2	-1
MEX-5 binding	0.6	-0.5	1.9	0.0	0.1	-0.3	1.9	0.6	1.9	-0.9
AGP1 TOR yeast	95	101	96	96	97	92	103	100	111	101

41	COc1ccc([C@H]2CC(=O)C=C(c3ccc(OC)c(F)c3)C2)cc1
42	O=C(NCc1ccccc1)C(=O)NCC(c1ccco1)N1CCN(c2ccccc2F)CC1 (stereo not given)
43	COc1ccc(NC(=O)N2CCC(c3nc(-c4cccs4)no3)CC2)cc1
44	Cc1onc(-c2ccccc2)c1C(=O)NCC(=O)Nc1cc(Cl)ccc1Cl
45	O=[N+]([O-])c1ccc(Cl)c(CN2CCSCC2)c1
46	CN(CC(=O)Nc1ccc(N2CCOCC2)cc1)C(=O)c1cn(-c2ccccc2)nc1-c1ccccc1
47	CCN(CC)C(=O)Cn1cc(/C=C(\C#N)C(=O)NC2CC2)c2ccccc21
48	CC(=O)c1cccc(NC(=O)CCCCCn2nnc3ccccc3c2=O)c1
49	COc1cccc(-c2cc3nc(-c4ccccc4)cc(=O)n3[nH]2)c1
50	CCCN(CCC)S(=O)(=O)c1ccc(C(=O)N2CCC(=O)c3ccccc32)cc1
assay / compound	41	42	43	44	45	46	47	48	49	50
CIT2-GFP yeast	93	96	100	100	108	94	96	102	103	88
GLD-1 TGE inh	·	7	4	1	2	-3	3	·	-5	-4
GRK2 inh	0	1	2	5	7	·	0	10	0	0
BCLXL inh	·	4	1	·	5	-8	-1	·	6	1
VLA-4 inh	-22	-2	-1	3	13	1	12	-2	5	7
Yeast superoxide	113	102	94	139	110	101	90	101	89	117
MCL1-BIM inh	·	-3	12	·	-7	-7	11	·	2	1
MEX-5 binding	·	-1.0	·	·	0.3	-3.7	0.4	-0.6	0.6	1.6
AGP1 TOR yeast	96	102	101	105	102	97	102	101	105	95

51	CCOC(=O)c1c(C)noc1-c1ccco1
52	O=C(CCCn1c(=O)oc2ccccc21)N1CCN(c2ccccn2)CC1
53	O=C(Cn1cc([N+](=O)[O-])cn1)Nc1ccccn1
54	CC(=O)Nc1ccc([N+](=O)[O-])c(CS(=O)(=O)c2ccc(C)cc2)c1[N+](=O)[O-]
55	COc1ccccc1CCNC(=O)c1cnccn1
56	CCc1ccc(NC(=O)c2ccc(C3SCC(=O)N3CCc3ccccc3)cc2)cc1 (stereo not given)
57	CCOc1ccccc1C(=O)NC(C(=O)Nc1cccc(S(N)(=O)=O)c1)C(C)C (stereo not given)
58	CCc1cccc2c(=O)c(C(=O)NCCN3CCOCC3)c[nH]c12
59	CC1CCN(C(=O)c2[nH]cnc2C(=O)NCCCCCNC(=O)OC(C)(C)C)CC1
60	COc1ccc(-c2cc(C)no2)cc1S(=O)(=O)N(C)c1ccc(C)cc1
61	COc1ccc(N(C)C(=O)Cn2c(=O)oc3ccccc32)c(OC)c1
62	O=C(NCc1ccccc1)/C(=C/c1ccccc1)NC(=O)c1ccco1
assay / compound	51	52	53	54	55	56	57	58	59	60	61	62
CIT2-GFP yeast	87	107	88	95	90	101	97	96	106	96	106	92
GLD-1 TGE inh	3	-1	-10	6	8	-1	1	6	0	6	-3	5
GRK2 inh	1	0	60*	0	0	0	0	3	2	3	0	0
BCLXL inh	4	0	0	8	4	4	2	-3	1	-3	3	5
VLA-4 inh	11	4	-13	3	-1	6	0	-9	-4	0	-1	13
Yeast superoxide	101	117	116	116	119	101	103	102	110	96	100	99
MCL1-BIM inh	-3	5	2	4	7	-2	5	-7	3	-8	5	2
MEX-5 binding	0.1	1.4	-0.6	-0.8	1.0	-0.8	1.4	-0.6	·	2.2	0.2	-1.6
AGP1 TOR yeast	98	100	96	96	·	94	104	97	105	103	108	95
